TMEM16A inh: inhibitors of mouse TMEM16A calcium-activated chloride channel | Q8BHY3 | HEK293 TMEM16A/YFP iodide influx fluorescence, ionomycin | normalized B-score (activity score, 25-100; higher = stronger inhibition) at 10 µM | 1.2% of 310,000 active;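 active = ratio plate-corrected score three or more library SD toward inhibition, starting fluorescence score within five deviations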;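 note: score derived from kinetic fluorescence span divided by baseline fluorescence per well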
TRPC4 inh: inhibitors of mouse TRPC4 channel. Q9QUQ5. HEK293 TRPC4beta/mu-opioid, DAMGO-evoked Fluo4 calcium flux; hits give low values. B-score at 10 µM. 0.39% of 300,000 active. AID 2247;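 active = B-score over 3 SD under the library average, no early fluorescence shift, positive overall ratio signal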
Target sequence (Q9QUQ5 whole entry, looked up): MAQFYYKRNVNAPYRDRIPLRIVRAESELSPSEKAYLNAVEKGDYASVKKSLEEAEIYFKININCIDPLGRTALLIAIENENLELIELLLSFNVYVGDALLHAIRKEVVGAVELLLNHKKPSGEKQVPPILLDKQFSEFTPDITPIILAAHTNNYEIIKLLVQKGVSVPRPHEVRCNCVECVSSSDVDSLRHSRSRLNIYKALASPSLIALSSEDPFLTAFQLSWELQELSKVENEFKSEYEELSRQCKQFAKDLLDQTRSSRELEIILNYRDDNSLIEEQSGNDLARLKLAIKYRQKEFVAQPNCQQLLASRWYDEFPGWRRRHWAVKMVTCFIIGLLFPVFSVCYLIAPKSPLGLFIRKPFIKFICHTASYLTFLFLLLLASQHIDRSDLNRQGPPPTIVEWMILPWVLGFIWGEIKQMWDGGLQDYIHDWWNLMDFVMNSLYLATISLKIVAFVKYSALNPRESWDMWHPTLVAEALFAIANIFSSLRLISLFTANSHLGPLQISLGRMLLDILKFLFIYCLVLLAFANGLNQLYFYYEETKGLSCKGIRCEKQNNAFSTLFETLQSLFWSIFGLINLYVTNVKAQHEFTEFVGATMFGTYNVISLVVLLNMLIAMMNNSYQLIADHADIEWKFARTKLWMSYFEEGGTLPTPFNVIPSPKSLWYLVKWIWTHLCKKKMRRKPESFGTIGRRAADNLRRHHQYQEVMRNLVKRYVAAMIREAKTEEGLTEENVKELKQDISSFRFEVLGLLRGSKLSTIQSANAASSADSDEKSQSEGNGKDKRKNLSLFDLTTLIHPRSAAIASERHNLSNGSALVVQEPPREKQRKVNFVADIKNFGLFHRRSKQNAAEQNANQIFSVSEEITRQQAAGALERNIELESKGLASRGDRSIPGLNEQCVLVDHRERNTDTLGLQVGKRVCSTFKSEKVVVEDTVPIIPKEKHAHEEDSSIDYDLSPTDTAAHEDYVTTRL
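test system = HEK293 cells with stable TRPC4beta plus mu-opioid receptor expression | detection = Fluo4 Ca2+ flux fluorescence | read-out = integrated fluorescence ratio relative to baseline, converted to per-well B score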
TRPC6 activator: mouse TRPC6 channel activation | B-score at 10 µM | 0.13% of 310,000 active | HEK293-TRPC6 membrane potential dye fluorescence; hits give high values;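 active = B-score of the integrated fluorescence ratio above library mean plus 3 SD, and starting fluorescence ratio within library mean plus 5 SD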;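 note: higher score means more depolarization so channel activation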
ANO1 activ: activates or potentiates the mouse TMEM16A chloride channel; Q8BHY3; HEK293 TMEM16A/YFP-H148Q/I152L, iodide quench fluorescence; hits give low values; B-score at 10 µM; 0.3% of 340,000 active; AID 623877;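 active = fluorescence-ratio B-score plate-corrected deviation score at least 3 library SD below zero, with starting fluorescence score within 5 deviations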;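 note: channel opened by trigger with iodide after compound preincubation; score built on the fluorescence ratio of max minus min over baseline; more negative score means more quench and so TMEM16A activation or potentiation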
MrgX1 ag: activates human MrgX1 receptor signaling; MrgX1-HEK293 cells, Fluo-4 calcium fluorescence, agonist mode; hits give high values; 0.44% of 310,000 active; B-score at 10 µM; Q96LB2; AID 588627;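 active = calcium response B-score plate-corrected fluorescence ratio at least 3 library SD, with starting fluorescence B-score inside 5 SD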
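Material: MrgX1-expressing HEK293 cells; input: 15,000 cells per well; doses: test compound given as first of three sequential additions; schedule: overnight plating before 1 h dye loading; technique: Fluo-4 NW calcium-flux fluorescence, kinetic read; evaluation: baseline-normalised fluorescence change ratio, B-scored; control set: plate-wise positive and negative controls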
MrgX1 PAM: human MrgX1 positive allosteric modulation, primary screen | B-score at 10 µM | 0.63% of 310,000 active | AID 588675 | Q96LB2 | MrgX1-HEK293, Fluo-4 calcium flux, FDSS; hits give high values;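 active = plate-corrected calcium response at least 3 library SD above typical, normal starting fluorescence, not activating the receptor alone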;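 note: compound read alongside a low EC10 to EC30 dose of BAM8-22 agonist; peak minus trough fluorescence over baseline measured at the second addition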
MrgX1 antagonist: human MrgX1 receptor antagonism, primary screen; AID 588676; 1.3% of 310,000 active; MRGX1-HEK293 calcium flux, Fluo-4, BAM8-22 antagonism; hits give low values; Q96LB2; B-score at 10 µM;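 active = calcium-response B-score plate-corrected more than 3 library SD below zero, starting fluorescence within 5 deviations, no agonist response on first addition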;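 note: peak minus trough fluorescence over baseline after final BAM8-22 challenge near maximal dose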
TRPC6 inh: mouse TRPC6 channel inhibition. HEK293-TRPC6, membrane potential dye, ACh-evoked depolarization; hits give low values. 1.1% of 310,000 active. Q61143. B-score at 10 µM;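 active = B-score under library mean minus 3 SD, initial fluorescence not abnormally high, positive integrated signal ratio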;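 note: B-score derived from integrated fluorescence ratio over the kinetic read; more negative B-score means stronger inhibition of depolarization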
TRPC4 act: activators of mouse TRPC4 channel; B-score at 10 µM; 0.49% of 310,000 active; Q9QUQ5; HEK293 TRPC4beta/mu-opioid, Fluo4 calcium fluorescence; hits give high values; AID 2237;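 active = B-score above 5 SD of library B-scores, and initial fluorescence ratio not above library mean plus 5 SD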;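 note: positive B-score marks a calcium rise read as TRPC4 activation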
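System – HEK293 cells stably co-expressing mouse TRPC4beta and mu-opioid receptor · Signal – Fluo4 calcium-sensitive dye fluorescence, kinetic, 1 Hz baseline · Benchmarks – buffer (low) and maximal DAMGO (high) · Read-out – B score of integrated fluorescence ratio per well · Incubation – dye loading 45 min room temperature, 110 s kinetic read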
TRPC4 PAM: TRPC4 (mouse) allosteric potentiation; B-score at 10 µM; 0.42% of 310,000 active; Q9QUQ5; AID 2227; HEK293 TRPC4beta/mu-opioid, DAMGO EC20, Fluo-4 Ca2+ flux; hits give high values;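 active = B-score of calcium response area above 5 SD of library B-scores, with initial fluorescence ratio within 5 SD of library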;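 note: B-score of integrated fluorescence ratio over time as area under calcium response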
RGS4 block: human RGS4 inhibition | P49798 | HEK293 M3R/RGS4 inducible, Fluo-4 calcium flux; hits give high values; triggered by carbachol at its EC20 | B-score at 10 µM | 0.45% of 310,000 active | AID 463165;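 active = B-score, a plate-corrected calcium signal, over three deviations above library mean, with baseline fluorescence within five deviations of library mean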;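 note: RGS4 expression induced by doxycycline in cells with stable M3 receptor; B-score is computed from the integrated fluorescence ratio over baseline after carbachol; higher B-score means a larger calcium signal and so more RGS4 inhibition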
* = called active by the depositor; i = inactive; nt = not tested or not shown.

SMILES | TMEM16A inh | TRPC4 inh | TRPC6 activator | ANO1 activ | MrgX1 ag | MrgX1 PAM | MrgX1 antagonist | TRPC6 inh | TRPC4 act | TRPC4 PAM | RGS4 block
O=C(c1cccc(Oc2ccc([N+](=O)[O-])cc2Cl)c1)N1CCCCC1 | i | i | i | i | i | i | i | i | i | i | i
COc1ccc(C2CC(c3cccs3)=NN2C(=O)COC(=O)c2cc3ccccc3cc2O)cc1OC (stereo not given) | i | i | i | i | i | i | i | i | i | i | i
Cc1cc(C)n2nc(SCC(=O)N/N=C/c3ccccn3)nc2n1 | i | i | i | i | i | i | i | i | i | i | i
Cc1cc(NC(=O)C2CC(=O)N(c3ccc(F)cc3)C2)no1 (stereo not given) | i | i | i | i | i | i | i | i | i | i | i
COCCn1c(C)cc(C(=O)CSc2nc3ccccc3o2)c1C | i | i | i | i | i | i | i | i | i | i | i
CCc1cccc(NC(=O)c2ccc3c(=O)n4c(nc3c2)CCCCC4)c1 | i | i | i | i | i | i | i | i | i | i | i
Cc1ccc(N(C(=O)CNC(=O)c2ccco2)C(C(=O)NC2CCCC2)c2ccncc2)cc1 (stereo not given) | i | i | i | i | i | i | i | i | i | i | i
CCCCOc1ccccc1C(=O)NNC(=S)NC(=O)c1ccccc1[N+](=O)[O-] | i | i | i | i | i | i | -5.8* | i | i | i | i
O=C(NCCCSc1ccccc1)c1cnc(Cl)c(Cl)c1 | i | i | i | i | i | i | i | i | i | i | i
Cc1ccc(-c2nsc(SCC(=O)NCc3ccc4c(c3)OCO4)n2)cc1 | i | i | i | i | i | i | i | i | i | i | i
C#CCOCCOCCOCCNc1nc(N2CCN(C(=O)CCCCCCCCCCNC(=O)Cn3cc(C[C@@H](C)O)nn3)CC2)nc(N2CCN(C(=O)CCCCCCCCCCNC(=O)Cn3cc(C[C@@H](C)O)nn3)CC2)n1 | i | nt | nt | i | i | i | i | nt | nt | nt | nt
COc1ccc(OC)c(CCNC(=O)CS(=O)(=O)Cc2nc(-c3ccccc3Cl)oc2C)c1 | i | i | i | i | i | i | i | i | i | i | i
Cc1ccc(OCCn2c(CCCO)nc3ccccc32)cc1 | i | i | i | i | i | i | i | i | i | i | i
COC(=O)C1=NNC2(C)C(=O)N(c3ccc(C)cc3)C(=O)C12 (stereo not given) | i | i | i | i | i | i | i | i | i | i | i
Cc1c(C(=O)O)c(C(=O)O)c2n1CCS2 | i | i | i | i | i | i | i | i | i | i | i

Quoted at random: six compounds from above, in no set order.
SMILES | TMEM16A inh | TRPC4 inh | TRPC6 activator | ANO1 activ | MrgX1 ag | MrgX1 PAM | MrgX1 antagonist | TRPC6 inh | TRPC4 act | TRPC4 PAM | RGS4 block
COc1ccc(OC)c(CCNC(=O)CS(=O)(=O)Cc2nc(-c3ccccc3Cl)oc2C)c1 | i | i | i | i | i | i | i | i | i | i | i
C#CCOCCOCCOCCNc1nc(N2CCN(C(=O)CCCCCCCCCCNC(=O)Cn3cc(C[C@@H](C)O)nn3)CC2)nc(N2CCN(C(=O)CCCCCCCCCCNC(=O)Cn3cc(C[C@@H](C)O)nn3)CC2)n1 | i | nt | nt | i | i | i | i | nt | nt | nt | nt
COC(=O)C1=NNC2(C)C(=O)N(c3ccc(C)cc3)C(=O)C12 (stereo not given) | i | i | i | i | i | i | i | i | i | i | i
O=C(NCCCSc1ccccc1)c1cnc(Cl)c(Cl)c1 | i | i | i | i | i | i | i | i | i | i | i
Cc1cc(C)n2nc(SCC(=O)N/N=C/c3ccccn3)nc2n1 | i | i | i | i | i | i | i | i | i | i | i
COc1ccc(C2CC(c3cccs3)=NN2C(=O)COC(=O)c2cc3ccccc3cc2O)cc1OC (stereo not given) | i | i | i | i | i | i | i | i | i | i | i

The results go on:
SMILES | TMEM16A inh | TRPC4 inh | TRPC6 activator | ANO1 activ | MrgX1 ag | MrgX1 PAM | MrgX1 antagonist | TRPC6 inh | TRPC4 act | TRPC4 PAM | RGS4 block
COc1nnc(-c2ccc(N3CCOCC3)c(NC(C)=O)c2)c2ccccc12 | i | i | i | i | i | i | i | i | i | i | i
CN(C)S(=O)(=O)c1ccc(Cl)c(NC(=O)CSc2nc3c(cc2C#N)C(=O)CCC3)c1 | i | i | i | i | i | i | i | i | i | i | i
c1ccc(Cc2nn3c(Cn4nnc5ccccc54)nnc3s2)cc1 | i | i | i | i | i | i | i | i | i | i | i
C=C(C)COc1ccc(-c2nc(N)ncc2Oc2ccc(OC)cc2)c(O)c1 | i | i | i | i | i | i | -4.6* | i | i | i | i
Cc1ccc(C(=O)O/N=C/c2c(Cl)n(C)c3ccccc23)cc1 | i | i | i | i | i | i | i | i | i | i | i
COc1ccccc1N1CCN(C(=O)c2c(C)cc(=O)oc2C)CC1 | i | i | i | i | i | i | i | i | i | i | i
O=S(=O)(Nc1nc2ccccc2nc1Cl)c1ccc(Br)cc1 | i | nt | i | i | i | i | i | i | i | i | i
O=C(OCC(=O)N1CCN(C(=O)c2ccco2)CC1)c1cc(-c2ccccc2)nc2ccccc12 | i | i | i | i | i | i | i | i | i | i | i
CCOC(=O)c1c(C)nc(C)c(C(=O)OCC)c1-c1ccc(Br)cc1 | i | i | i | i | i | i | i | i | i | i | i
CC1=Nc2ccc(C)c3nc(C)cc(c23)N1c1ccc(C)cc1 | i | i | i | i | 38* | i | i | -13* | i | i | i
CCn1c(CN2CCN(C(=O)c3ccco3)CC2)nc2c1c(=O)n(C)c(=O)n2C | i | i | i | i | i | i | i | i | i | i | i
C(=N\Nc1nc(N2CCCC2)nc(N2CCCC2)n1)/c1cccnc1 | i | i | i | i | i | i | i | i | i | i | i
COc1ccc(CSc2nnc(-c3ccncc3)n2C)cc1F | i | i | i | i | i | i | i | i | i | i | i
CC(C)(C)n1nnnc1C(c1ccccn1)N1CCN(C(c2ccccc2)c2ccccc2)CC1 (stereo not given) | i | i | i | i | i | i | i | i | i | i | i
Cc1ccc(Oc2ccc(C=O)cn2)cc1 | i | i | i | i | i | i | i | i | i | i | i
O=C(Nc1ccccc1C(=O)Nc1nnc(C(F)(F)F)s1)c1ccccc1Cl | 100* | i | i | i | i | i | i | -6.5* | i | i | i
COc1ccc(-c2noc(-c3cccc(OC)c3OC)n2)cc1OC | i | i | i | i | i | i | i | i | i | i | i
CCc1nc2oc3cc(OC)ccc3c(=O)c2c(=O)n1Cc1ccco1 | i | nt | nt | i | i | i | i | nt | nt | nt | nt
CC1=Nn2c(nnc2-c2cc(C)[nH]n2)SC1 | i | i | i | i | i | i | i | i | i | i | i
CCc1ccc(NC(=O)CCS(=O)(=O)c2ccc3c(c2)CCN3C(C)=O)cc1 | i | i | i | i | i | i | i | i | i | i | i
CC(=O)c1ccc(S(=O)(=O)N(CCCO)Cc2cc3cc4c(cc3[nH]c2=O)OCCO4)cc1 | i | i | i | i | i | i | i | i | i | i | i
O=C1C2=C(NC(=S)NC2c2ccc(Cl)cc2)NC(c2ccc(Cl)cc2)N1c1ccc(Cl)cc1 (stereo not given) | i | i | i | i | i | i | i | i | i | i | i
CC1CCN(C(=O)CSc2nc3ncccc3[nH]2)CC1 | i | i | i | i | i | i | i | i | i | i | i
COCCN1C(=O)c2oc3ccccc3c(=O)c2C1c1ccc(O)c(OC)c1 (stereo not given) | i | i | i | i | i | i | i | i | i | i | i
Nc1cc(=O)[nH]c(=O)n1Cc1ccccc1 | i | i | i | i | i | i | i | i | i | i | i
O=C(CSCc1cccc(Cl)c1)NCc1ccc2c(c1)OCO2 | i | i | i | i | i | i | i | i | i | i | i
Cc1cccc(NC(=S)NC2CC3C=CC2C3)c1 (stereo not given) | i | i | i | i | i | i | i | i | i | i | i
CSc1ccccc1NC(=O)COC(=O)c1ccccc1O | i | i | i | i | i | i | i | i | i | i | i
CC(=O)c1sc(NC(=O)C2CC(=O)N(Cc3ccco3)C2)nc1-c1ccccc1 (stereo not given) | i | i | i | i | i | i | i | i | i | i | i
O=C(Nc1cccc(-n2cccn2)c1)C1CCCN(Cc2cccc(F)c2F)C1 (stereo not given) | i | i | i | i | i | i | i | i | i | i | i
COc1ccc2nc(-c3ccccc3)nc(SCC(=O)NCC3CCCO3)c2c1 (stereo not given) | i | i | i | i | i | i | i | i | i | i | i
CC1C(c2ccccc2)N(C)CCC12NC(=O)NC2=O (stereo not given) | i | i | i | i | i | i | i | i | i | i | i
Cc1noc(C)c1CSCC(=O)Nc1cc(S(C)(=O)=O)ccc1Cl | i | i | i | i | i | i | i | i | i | i | i
Cc1cccc(OCc2nnc(SCc3cc(=O)[nH]c4ccccc34)n2-c2ccccc2)c1 | i | i | i | i | i | i | i | i | i | i | i
O=C(NNC(=O)c1ccccc1F)c1cccc(-n2cccc2)c1 | i | i | i | i | i | i | i | i | i | i | i
Cc1cc(C)c(NC(=O)c2ccc(CN3CCc4ccccc4C3)cc2)c(C)c1 | i | i | i | i | i | i | i | i | i | i | i
Nc1nc(SCc2ccc(Cl)c(Cl)c2)n[nH]1 | i | i | i | i | i | i | i | i | i | i | i
COc1cccc(C(C(=O)NCC2CCCO2)N(CC2CCCO2)C(=O)CN2C(=O)c3ccccc3S2(=O)=O)c1 (stereo not given) | i | i | i | i | i | i | i | i | i | i | i
CS(=O)(=O)N1CCN(c2ccc(NC(=O)CSc3ccc(Cl)cc3)cc2)CC1 | i | i | i | i | i | i | i | i | i | i | i
COc1ccccc1C(=O)C1Nc2ccccc2-c2nnc(SC)nc2O1 (stereo not given) | i | i | i | i | i | i | i | i | i | i | i
COc1ccc(C(=O)NCc2cccnc2)cc1 | i | i | i | i | i | i | i | i | i | i | i
CC(C)c1ccc(C(C)NCCS(=O)(=O)c2ccc(Br)cc2)cc1 (stereo not given) | i | i | i | i | i | i | i | i | i | 19* | i
CCn1cc(C(=O)NCCc2ccc(Cl)cc2)c(=O)c2cc(S(=O)(=O)N(C)C)ccc21 | nt | i | i | nt | nt | nt | nt | i | i | i | i

Screening data: PubChem, Johns Hopkins Ion Channel Center

Rows are unselected, and some 5.8% of all compounds hit somewhere here.
